# Bioassay records (PubChem)
# IDE exosite FP: insulin-degrading enzyme (human) exo-site inhibition; P14735; purified IDE, FL-6b probe fluorescence polarization; hits give low values; z-score at 20 µM; actives 6.3% (n = 17,000); AID 1259349;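 active means z-score of -3 or lower, meaning strong loss of probe binding signal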;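 further: His-tagged human IDE residues 42-1019 made in E. coli with 30 nM FL-6b probe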
# Target sequence (P14735 42-1019 limits assumed): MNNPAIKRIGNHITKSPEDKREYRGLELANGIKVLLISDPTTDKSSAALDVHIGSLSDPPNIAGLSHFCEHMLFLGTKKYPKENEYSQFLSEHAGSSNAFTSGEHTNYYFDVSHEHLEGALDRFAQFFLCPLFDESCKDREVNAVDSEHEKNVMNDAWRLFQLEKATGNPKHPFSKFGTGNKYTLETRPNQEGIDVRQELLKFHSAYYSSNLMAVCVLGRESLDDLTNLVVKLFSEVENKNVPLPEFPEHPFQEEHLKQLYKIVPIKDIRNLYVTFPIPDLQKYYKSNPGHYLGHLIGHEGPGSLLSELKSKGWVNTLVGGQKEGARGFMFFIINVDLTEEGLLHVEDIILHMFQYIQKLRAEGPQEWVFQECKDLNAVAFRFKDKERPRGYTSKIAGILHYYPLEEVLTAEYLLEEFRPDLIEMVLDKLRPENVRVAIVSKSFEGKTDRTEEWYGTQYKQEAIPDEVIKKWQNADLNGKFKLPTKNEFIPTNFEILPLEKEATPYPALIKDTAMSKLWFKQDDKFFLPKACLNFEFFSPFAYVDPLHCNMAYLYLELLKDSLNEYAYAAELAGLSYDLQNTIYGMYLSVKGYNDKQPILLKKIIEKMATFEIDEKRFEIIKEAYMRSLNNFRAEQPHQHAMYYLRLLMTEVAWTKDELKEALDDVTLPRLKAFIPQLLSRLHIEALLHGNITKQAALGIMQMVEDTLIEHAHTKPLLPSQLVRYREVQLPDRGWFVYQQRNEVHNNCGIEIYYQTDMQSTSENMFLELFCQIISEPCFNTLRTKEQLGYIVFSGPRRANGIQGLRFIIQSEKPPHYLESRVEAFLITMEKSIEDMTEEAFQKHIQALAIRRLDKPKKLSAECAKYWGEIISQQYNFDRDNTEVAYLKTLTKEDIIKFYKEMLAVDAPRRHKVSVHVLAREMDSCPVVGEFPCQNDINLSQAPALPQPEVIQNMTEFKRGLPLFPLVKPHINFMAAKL
# * = called active by the depositor; & = joins results of further samples. A portion of the library, so the mix of outcomes need not match the whole.
molecule	IDE exosite FP
CCC(=O)Nc1ccc2c(c1)C(=O)N(C)C[C@@H](OC)[C@H](C)CN(C(=O)NC1CCCCC1)[C@H](C)CO2	0.77
CCS(=O)(=O)Nc1ccc2c(c1)C(=O)N(C)C[C@H](OC)[C@@H](C)CN(CC1CCCCC1)[C@@H](C)CO2	0.84
CN(C)CC#Cc1ccc([C@H]2[C@@H](CO)N3CCCCN(C(=O)Nc4cc(F)ccc4F)C[C@H]23)cc1	2.3
CO[C@H]1CN(C)C(=O)c2cc(NC(=O)NC(C)C)ccc2OC[C@@H](C)N(Cc2ccccc2)C[C@H]1C	0.18
COc1ccc2c3c(n(C)c2c1)[C@H](CO)N(S(C)(=O)=O)CC31CCN(Cc2nccs2)CC1	-0.37
CO[C@@H](CN(C)Cc1cc(F)ccc1F)[C@H](C)CN(C(=O)Nc1ccc(C(F)(F)F)cc1)[C@@H](C)CO	-0.28
CN(C)C(=O)c1ccc(-c2ccc(C3[C@@H]4CN(C(=O)C5CC5)C[C@H]3N4)cc2)cc1 (some centres undefined)	1.4&0.67
CC(C)NC(=O)N1CCCCN2[C@@H](CO)[C@@H](c3ccc(C#C[C@@H](C)O)cc3)[C@@H]2C1	-0.96
COc1cccc(-c2ccc([C@@H]3[C@@H](CO)N4CCCCN(S(=O)(=O)c5cccs5)C[C@H]34)cc2)c1	0.67
N#C[C@@H]1[C@@H](c2ccccc2)[C@H](CO)N1C(=O)Nc1cccc(F)c1	0.4
CCCN(C)C[C@H]1OCCCC[C@@H](C)Oc2ccc(NC(=O)CCCN(C)C)cc2C(=O)N([C@H](C)CO)C[C@H]1C	-0.93
O=C(Nc1cc(F)ccc1F)N1CCCCN2[C@H](C1)[C@@H](c1ccc(-c3cncnc3)cc1)[C@@H]2CO	0.44
O=C(c1cnccn1)N1CC(=O)N2[C@H](CO)[C@H](c3ccc(C#CC4CC4)cc3)[C@@H]2C1	-0.99
CO[C@@H]1CN(C)C(=O)c2ccc(NC(=O)C3CCC3)cc2OC[C@H](C)N(Cc2ccccn2)C[C@H]1C	0.19
CCCC(=O)Nc1ccc2c(c1)OC[C@H](C)NC[C@@H](C)[C@@H](OC)CN(C)C2=O	-0.61
CN(C)C(=O)c1ccc(-c2ccc(C3[C@@H]4CN(Cc5nccs5)C[C@H]3N4)cc2)cc1 (some centres undefined)	-2&1.7
COc1cccc(C(=O)Nc2ccc3c(c2)C(=O)N(C)[C@@H]2CC[C@H](CC(=O)NCc4ccc(F)cc4)O[C@@H]2CO3)c1	0.74
Cc1cccc(-c2ccc([C@H]3[C@@H](CO)N4CCCCN(Cc5cncnc5)C[C@H]34)cc2)c1	-5.2*
O=C(Nc1cccc(F)c1)N1CCCCN2[C@H](CO)[C@H](c3ccc(C#Cc4cccnc4)cc3)[C@H]2C1	0.83
Cc1noc(C)c1S(=O)(=O)N(C)C[C@H]1OCCCC[C@H](C)Oc2ccc(NC(=O)CCC(F)(F)F)cc2C(=O)N([C@H](C)CO)C[C@H]1C	0.35
N#Cc1ccc(-c2ccc(C3[C@@H]4CN(C(=O)C5CCOCC5)C[C@H]3N4)cc2)cc1 (some centres undefined)	1.9&1.8
COc1ccc(-c2ccc([C@H]3[C@H](C#N)N(C(=O)c4cccc(F)c4)[C@H]3CO)cc2)cc1	2.6
Cc1cccc(-c2ccc([C@H]3[C@@H](CO)N4CCCCN(Cc5ccncc5)C[C@H]34)cc2)c1	-5.9*
C[C@@H](NC(=O)C[C@@H]1CC[C@H]2[C@@H](COC[C@H](O)CN2C(=O)Nc2cccc(Cl)c2)O1)c1ccccc1	1.1
N#C[C@H]1[C@@H](c2ccccc2C2=CCCCC2)[C@@H](CO)N1C(=O)C1CCOCC1	0.48
O=C(Cc1ccccc1)N1CC(=O)N2[C@H](CO)[C@H](c3ccc(Br)cc3)[C@H]2C1	-1.6
O=C(Nc1ccc(F)cc1)N1CCCCN2[C@H](CO)[C@H](c3ccc(C#CC4CC4)cc3)[C@@H]2C1	0.79
CCCC#Cc1ccc([C@H]2[C@@H](C#N)N(C(=O)C3CCC3)[C@@H]2CO)cc1	0.45
O=C(c1ccncc1)N1CCCCN2[C@H](CO)[C@@H](c3ccc(-c4ccccc4)cc3)[C@@H]2C1	0.82
CS(=O)(=O)N1CC(=O)N2[C@@H](CO)[C@H](c3ccc(C#CC4CCCC4)cc3)[C@@H]2C1	-0.15
CO[C@H]1CN(C)C(=O)c2cc(NC(=O)Nc3cccc(Cl)c3)ccc2OC[C@@H](C)N(C(=O)Nc2c(C)noc2C)C[C@@H]1C	1.4
CO[C@H]1CN(C)C(=O)c2cccc(C#N)c2OCC[C@@H]2CC[C@@H](OC)[C@H](CN(C)C(=O)[C@H]1C)O2	1.4
CN(C)C(=O)c1cccc(-c2ccc([C@@H]3[C@H]4CN(Cc5cccnc5)CCCCN4[C@H]3CO)cc2)c1	2.3
C[C@@H]1CN([C@@H](C)CO)C(=O)CCCn2nncc2CO[C@H]1CN(C)S(=O)(=O)c1ccc2c(c1)OCCCO2	-0.85
CN(C)C(=O)c1ccc(-c2ccc3c(c2)[C@@H]2[C@@H](CCN2C(=O)C2CCCC2)[C@@H](CO)N3C)cc1	1.8
COc1ccc(C#Cc2ccc([C@@H]3[C@H]4CN(Cc5ccncc5)CCCCN4[C@H]3CO)cc2)cc1	4.9
CN(C)CC#Cc1ccc([C@@H]2[C@H]3CN(C(=O)Cc4cccnc4)CC(=O)N3[C@H]2CO)cc1	1.3
CC(C)C#Cc1ccc([C@H]2[C@@H](CO)N3C(=O)CN(C(=O)c4ccc5c(c4)OCO5)C[C@H]23)cc1	-1.5
O=C(Cc1cccnc1)N1CC(=O)N2[C@@H](CO)[C@H](c3ccc(C4=CCCCC4)cc3)[C@@H]2C1	0.54
O=C(C[C@@H]1CC[C@H]2NC[C@@H](O)COC[C@@H]2O1)Nc1nccs1	0.77

# Some of these compounds in order of their number in IDE exosite FP, highest first.
molecule	IDE exosite FP
C[C@@H](NC(=O)C[C@@H]1CC[C@H]2[C@@H](COC[C@H](O)CN2C(=O)Nc2cccc(Cl)c2)O1)c1ccccc1	1.1
O=C(Nc1ccc(F)cc1)N1CCCCN2[C@H](CO)[C@H](c3ccc(C#CC4CC4)cc3)[C@@H]2C1	0.79
Cc1cccc(-c2ccc([C@H]3[C@@H](CO)N4CCCCN(Cc5ccncc5)C[C@H]34)cc2)c1	-5.9*

# Further entries:
molecule	IDE exosite FP
O=C(CC1CC1)N1CC(=O)N2[C@H](CO)[C@@H](c3ccc(C#Cc4ccc(F)cc4)cc3)[C@@H]2C1	3.3
C/C=C/c1ccc([C@H]2[C@@H](CO)N(S(=O)(=O)CC)[C@H]2CN(C)C(=O)CC)cc1	1.1
CNC(=O)C[C@H]1CC[C@@H]2[C@H](COc3ccc(NS(=O)(=O)c4ccc(F)cc4)cc3C(=O)N2C)O1	-1.5
COc1ccc(S(=O)(=O)N2CCCCN3[C@H](C2)[C@@H](c2ccc(C#CC4CC4)cc2)[C@@H]3CO)cc1	1.1
N#C[C@H]1[C@H](c2ccccc2C2=CCCC2)[C@@H](CO)N1C(=O)C1CCOCC1	-1.3
CCCNC(=O)N1CC2(CN(C(=O)CN(C)C)C2)c2c(n(C)c3cc(OC)ccc23)[C@@H]1CO	0.0077
N#Cc1cccc(-c2ccc(C3[C@@H]4CN(C(=O)c5ccncc5)C[C@H]3N4)cc2)c1 (some centres undefined)	0.26&-0.73
COc1ccc2c3c([nH]c2c1)[C@H](CO)N(C(C)=O)CC31CCN(C(=O)Nc2ccc(F)cc2F)CC1	0.53
O=C(C[C@H]1C=C[C@@H](NC(=O)c2ccncc2)[C@H](CO)O1)NCC1CC1	0.15
O=C(c1cccc(F)c1)N1CCCCN2[C@@H](CO)[C@H](c3ccc(-c4ccccc4)cc3)[C@@H]2C1	2
O=C(NC[C@H]1N[C@@H](CO)[C@H]1c1ccc(-c2ccccc2)cc1)c1ccccc1F	1.1
O=C(C[C@H]1CC[C@H]2NC[C@H](O)COC[C@@H]2O1)NC1Cc2ccccc2C1	-0.58
C/C=C/c1ccc2c(c1)O[C@@H](CN(C)C(=O)Nc1ccc(OC)cc1)[C@@H](C)CN([C@H](C)CO)S2(=O)=O	-1.7
COc1ccc(CN2C[C@@H](O)COC[C@H]3O[C@H](CC(=O)N(C)C)CC[C@@H]32)cc1	0.46
CCCNC(=O)[C@@H]1[C@@H](CO)[C@@H]2Cn3c(cccc3=O)[C@@H]2N1Cc1cccc(F)c1	0.23
COc1ccc(NC(=O)N(C)C[C@@H]2OCCCC[C@@H](C)Oc3ccc(NC(=O)c4ccncc4)cc3C(=O)N([C@@H](C)CO)C[C@H]2C)cc1	0.61
COc1ccc(CN2CC3(CN(C(C)=O)C3)c3c(n(C)c4cc(OC)ccc34)[C@@H]2CO)cc1	-2.9
C[C@@H]1CN([C@@H](C)CO)C(=O)c2cc(NS(=O)(=O)c3ccc(Cl)cc3)ccc2O[C@@H](C)CCCCO[C@@H]1CN(C)C(=O)CCCN(C)C	1.7
CO[C@@H](CN(C)Cc1ccc(-c2ccccn2)cc1)[C@H](C)CN(C(=O)Nc1ccc(F)cc1)[C@H](C)CO	-0.28
COCC(=O)N1[C@H](C#N)[C@@H](c2ccccc2-c2cccc(OC)c2)[C@@H]1CO	1.8

# Structural class: the compounds so far containing a CF3 group
molecule	IDE exosite FP
CO[C@@H](CN(C)Cc1cc(F)ccc1F)[C@H](C)CN(C(=O)Nc1ccc(C(F)(F)F)cc1)[C@@H](C)CO	-0.28
Cc1noc(C)c1S(=O)(=O)N(C)C[C@H]1OCCCC[C@H](C)Oc2ccc(NC(=O)CCC(F)(F)F)cc2C(=O)N([C@H](C)CO)C[C@H]1C	0.35

# New compounds follow:
molecule	IDE exosite FP
O=C(c1cccc(F)c1)N1CCCCN2[C@H](CO)[C@H](c3ccc(-c4ccccc4)cc3)[C@@H]2C1	2.7
CCC(=O)N1CCCCN2[C@H](CO)[C@@H](c3ccc(C#Cc4cccnc4)cc3)[C@@H]2C1	-5.2*
O=S(=O)(Cc1ccccc1)N1CCCCN2[C@H](CO)[C@@H](c3ccc(C#Cc4ccccc4)cc3)[C@@H]2C1	-0.14
O=C(C[C@@H]1C=C[C@@H](NC(=O)Cc2cccnc2)[C@@H](CO)O1)NCc1ccc2c(c1)OCO2	2
Cc1ccccc1-c1cnc2c(c1)C(=O)N([C@@H](C)CO)C[C@H](C)[C@H](CN(C)Cc1ccccc1F)O2	-0.45
CC(=O)N1[C@H](CNC(=O)CN(C)C)[C@@H](c2ccc(C3=CCCCC3)cc2)[C@@H]1CO	-1.1
N#C[C@@H]1[C@H](c2ccc(C3=CCCC3)cc2)[C@H](CO)N1C(=O)Cc1ccncc1	4
OC[C@@H]1[C@@H](c2ccc(-c3cccc(F)c3)cc2)[C@@H]2CN(Cc3cncnc3)CCCCN12	0.63
C[C@@H](O)C#Cc1ccc([C@H]2[C@H]3CN(C(=O)c4ccc(F)cc4)CCCCN3[C@H]2CO)cc1	0.3
O=C(Nc1ccccc1)N1CCCCN2[C@@H](CO)[C@@H](c3ccc(C#Cc4ccccn4)cc3)[C@@H]2C1	-2.1
N#C[C@@H]1N[C@@H](CO)[C@@H]1c1ccc(-c2ccccc2F)cc1	2
O=C(C[C@H]1CC[C@@H]2[C@H](COC[C@H](O)CN2C(=O)c2cc(Cl)cc(Cl)c2)O1)N1CCc2ccccc2C1	-1.3
CS(=O)(=O)N1[C@H](C#N)[C@H](c2ccccc2-c2ccccc2)[C@H]1CO	3.2
Cc1noc(C)c1S(=O)(=O)N(C)C[C@@H]1OCc2cnnn2CCCC(=O)N([C@@H](C)CO)C[C@@H]1C	0.86
O=C(Nc1ccccc1)N1CCCCN2[C@@H](CO)[C@@H](c3ccc(-c4ccccc4)cc3)[C@@H]2C1	2.1
CN(C)C(=O)c1cccc(-c2ccc([C@@H]3[C@H](CO)N4CCCCN(Cc5cccnc5)C[C@@H]34)cc2)c1	0.56
CO[C@H](CN(C)CC1CCOCC1)[C@H](C)CN(C(=O)Nc1ccc(F)cc1)[C@@H](C)CO	1.7
C[C@H](O)C#Cc1ccc([C@@H]2[C@H]3CN(C(=O)Nc4ccccc4)CCCCN3[C@H]2CO)cc1	-0.11
COc1ccccc1-c1cnc2c(c1)C(=O)N([C@H](C)CO)C[C@@H](C)[C@H](CN(C)C(=O)CC1CC1)O2	-1.2
COc1ccc2c3c([nH]c2c1)[C@H](CO)N(C(C)=O)CC31CCN(C(C)=O)CC1	-0.41

# The last 2 records of the section before lead into the next.
molecule	IDE exosite FP
COc1ccccc1-c1cnc2c(c1)C(=O)N([C@H](C)CO)C[C@@H](C)[C@H](CN(C)C(=O)CC1CC1)O2	-1.2
COc1ccc2c3c([nH]c2c1)[C@H](CO)N(C(C)=O)CC31CCN(C(C)=O)CC1	-0.41
COCC(=O)NC[C@H]1[C@@H](c2ccc(C3=CCCC3)cc2)[C@H](CO)N1C(C)=O	3.1
CO[C@@H]1CN(C)C(=O)c2cc(NC(=O)CC(F)(F)F)ccc2OC[C@@H](C)N(CC2CC2)C[C@@H]1C	-0.2
CN1[C@H](C(=O)N2CCc3ccccc3C2)[C@@H](CO)[C@@H]2Cn3c(ccc(-c4cccnc4)c3=O)[C@@H]21	0.11
O=C(CC1CC1)N1CC(=O)N2[C@H](CO)[C@H](c3ccc(/C=C/c4ccccc4)cc3)[C@@H]2C1	-1.5
CN(C)CC(=O)N1CCCCN2[C@H](CO)[C@H](c3ccc(-c4cccc(C(=O)N(C)C)c4)cc3)[C@@H]2C1	3.7
CCCNC(=O)N1CC2(CCN(C(=O)c3cccc(F)c3)CC2)c2c([nH]c3cc(OC)ccc23)[C@@H]1CO	0.76
O=C(C[C@H]1C[C@@H]2c3cc(NS(=O)(=O)c4ccc(F)cc4)ccc3O[C@@H]2[C@@H](CO)O1)N1CCc2ccccc2C1	-0.69
COc1ccc2c3c([nH]c2c1)[C@@H](CO)NCC31CN(C(=O)Nc2ccc(F)cc2F)C1	-1.2
Cc1ccc(-c2ccc([C@H]3[C@H](CO)N4CCCCN(C)C[C@@H]34)cc2)cc1	-2
